Bioassay records from PubChem.
LYP phosphatase – LYP phosphatase inhibitors, primary screen, biochemical, DiFMUP fluorescence, recombinant catalytic domain, 10 µM (AID 606) | recombinant LYP catalytic domain, DiFMUP fluorescence; higher % means a stronger effect | 52,000 tested, under 10 active | inhibition, % at 10 µM; hits with a dose series show IC50 in µM;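 active means IC50 under 40 µM in the dose-response test; inactive means IC50 of 40 µM or more, or never dose-tested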
TNAP inhibition – inhibition of tissue-nonspecific alkaline phosphatase – biochemical, luminescent (AID 518); purified TNAP enzyme, luminescent substrate readout; higher % means a stronger effect; 0.09% of 64,000 active; one-dose inhibition, % at 20 µM; IC50 in µM for titrated hits; in the data active means a potency from the dose series; inactive means the rest, 99 in 100 with inhibition below about 22%;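 further: plate controls were vehicle for no effect and reference inhibitor for full effect; many of its hits are not listed in these tables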
HT1080 cytotoxicity – cytotoxicity in HT1080 fibrosarcoma cells, cell-based, fluorescence readout (AID 620); HT1080 viability, fluorescence; higher % means a stronger effect; one-dose cytotoxicity, % at 10 µM; EC50 in µM for titrated hits; 0.42% of 87,000 active;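 further: cells exposed to compound overnight then 4 h with Alamar Blue; 0% = vehicle DMSO and 100% = killing control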
HPDE-C7 cytotoxicity – cytotoxicity in HPDE-C7 cells, cell-based, fluorescence, HTS (AID 430) | 1.8% of 63,000 active | cytotoxicity, % at 10 µM; hits with a dose series show EC50 in µM | HPDE-C7 pancreatic duct cells viability, fluorescence; higher % means a stronger effect;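 further: cells exposed to compound for 48 hours before viability readout; 0% = vehicle and 100% = reference cytotoxic drug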
Bfl-1 displacement – displacement of Bid BH3 peptide from Bfl-1 – biochemical, fluorescence polarization, FITC-Bid, mouse, primary screen (AID 432); FITC-Bid BH3 peptide fluorescence polarization displacement; higher % means a stronger effect; one-dose displacement, % at 20 µM; IC50 in µM for titrated hits; 0.02% of 64,000 active; in the data active means a potency from the dose series; inactive means the rest, 99 in 100 with displacement below about 15%; further: strong numbers were not always called active
KRASV12 cytotoxicity – cytotoxicity in KRAS-transformed pancreatic duct cells, primary screen, cell-based, fluorescence, HTS (AID 431). HPDE-C7K KRASV12 cells, Alamar Blue viability, 48 h; higher % means a stronger effect. one-dose cytotoxicity, % at 10 µM; EC50 in µM for titrated hits. 1.7% of 63,000 active;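 active means compounds whose percent cytotoxicity in the single-dose primary screen, scaled between solvent and toxic-drug controls, exceeds 50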;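 further: 0% = DMSO solvent wells and 100% = doxorubicin-treated wells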
PMK inhibit – S. pneumoniae PMK inhibition; inhibition, % at 10 µM; AID 539; purified PMK, PK/LDH-coupled NADH absorbance 340 nm; 0.49% of 65,000 active;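 active means top-ranked compounds by inhibition in the single 10 µM screen, taking a fixed number of the strongest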;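 further: 0% = full reaction with DMSO carrier and 100% = background rate without enzyme reaction; no value below 0 was filed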
Spn DPM-DC inh – blocks S. pneumoniae diphosphomevalonate decarboxylase; purified DPM-DC, PK/LDH coupled NADH fluorescence; calls only at 10 µM; 0.49% of 65,000 active; AID 556;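 active means the 320 compounds with the highest percent inhibition in the single-dose primary screen, excluding strongly autofluorescent ones, cut at about 32% in these data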;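 further: kinetic rate of NADH fluorescence loss reporting ADP formed by the decarboxylase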
MK inhibit – blocks S. pneumoniae mevalonate kinase | purified MK, PK/LDH-coupled NADH absorbance 340 nm | inhibition, % at 10 µM | 0.48% of 65,000 active;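 active means ranked among the strongest by inhibition in the single 10 µM screen, a fixed top-ranked set picked for dose follow-up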; further: no value below 0 was filed
PMK inhibit pilot replicates – second read-out of PMK inhibit, no call of its own (marks repeat the call); inhibition, %; measured here: pilot screen replicates
MK inhibit pilot replicates – second read-out of MK inhibit, no call of its own (marks repeat the call); inhibition, %; measured here: pilot screen replicates
Spn DPM-DC inh pilot screen % – second read-out of Spn DPM-DC inh, no call of its own (marks repeat the call); inhibition, %; measured here: pilot screen trials
The depositor's hits bear a star; i = inactive; / = no result given. Unless noted, no stated cut-off is given here; in the data, active means cytotoxicity above about 50%; inactive means the rest.

SMILES	LYP phosphatase	TNAP inhibition	HT1080 cytotoxicity	HPDE-C7 cytotoxicity	Bfl-1 displacement	KRASV12 cytotoxicity	PMK inhibit	Spn DPM-DC inh	MK inhibit	others
O=C(Cc1cccs1)Nc1ccccc1NC(=O)Cc1cccs1	-3%	18%	-5%	4%	-1%	-2%	14	i	6	PMK inhibit pilot replicates=1.5;MK inhibit pilot replicates=0.5;Spn DPM-DC inh pilot screen %=0.0
c1ccc(N2CCN(Cc3ccnc4ccccc34)CC2)cc1	/	15%	-13%	-11%	5%	-12%	0	i	6	PMK inhibit pilot replicates=5.0;MK inhibit pilot replicates=12;Spn DPM-DC inh pilot screen %=8.5
O=C(NCc1cccs1)c1cccc(N2CCCC2=O)c1	/	9%	/	-12%	-4%	0%	8	i	0
CNC(=O)C1CC(=O)N(Cc2ccc3c(c2)OCO3)C(=Nc2ccc(OC)cc2)S1 (centres undefined)	-2%	8%	/	7%	-2%	6%	27*	i	0
C=C(C)CSc1nc2ncccc2[nH]1	21%	46%	-21%	-1%	-5%	-5%	5	i	7
Cc1cc(C)nc(Nc2n[nH]c(COc3ccccc3)n2)n1	11%	-10%	-3%	-6%	0%	2%	2	i	6
Cn1c(CN2CCCC2)nc2cc(NS(=O)(=O)c3ccccc3)ccc21	-1%	-3%	4%	12%	0%	2%	7	i	7
C=CCOc1ccccc1/C=c1\sc2nc(-c3oc4ccccc4c3C)nn2c1=O	2%	10%	-4%	2%	1%	0%	5	i	13
Cc1cc(C)c2c(n1)nn1c(C)c(CCC(=O)NCc3ccco3)c(C)nc21	-7%	-7%	1%	-15%	5%	-13%	10	/	9
Nc1cccc2cnccc12	4%	1%	21%	7%	-10%	-1%	8	i	5
COc1ccc(OC)c(N(CC(=O)NCCSc2ccccc2)S(C)(=O)=O)c1	7%	2%	12%	-2%	0%	-5%	0	i	9
Cc1cc(C(=O)CSC(C)c2nc3ccccc3c(=O)[nH]2)c(C)n1C (centres undefined)	/	13%	-1%	4%	5%	9%	17	i	0
CCSC1=C(C#N)C(c2cccs2)C(C(=O)OC)=C(C)N1 (centres undefined)	15%	18%	-21%	13%	-5%	15%	1	i	19
CCC(Sc1nc2n[nH]c(C)c2c(=N)n1-c1cccc(Cl)c1)C(=O)NCCOC (centres undefined)	/	/	2%	/	/	/	9	i	4
COC(=O)COc1ccc(S(=O)(=O)NCCC2=CCCCC2)cc1	3%	25%	0%	19%	-9%	-12%	3	i	8	PMK inhibit pilot replicates=7.5;MK inhibit pilot replicates=1.0;Spn DPM-DC inh pilot screen %=0.0
CSc1cccc(NS(=O)(=O)c2cccc3nsnc23)c1	7%	-7%	-2%	37%	-4%	33%	6	i	9
Cc1cc(C)cc(N(CC(=O)NCC2CCCO2)C(=O)CCC(=O)Nc2cc(C)on2)c1 (centres undefined)	7%	6%	3%	-4%	6%	4%	14	i	9
CC(C)N(C)C1CCN(C(=O)Nc2ccc(Cl)c(Cl)c2)CC1	-3%	-3%	-1%	/	-8%	/	9	i	0
COC(=O)c1sc(S(=O)(=O)Nc2ccc3cn[nH]c3c2)c(C(=O)OC)c1C	/	11%	-2%	8%	6%	12%	19	i	2	PMK inhibit pilot replicates=0.0;MK inhibit pilot replicates=2.0;Spn DPM-DC inh pilot screen %=0.5
COc1ccccc1NC(=O)N1CCCC1C(=O)Nc1nnc(C(C)C)s1 (centres undefined)	0%	4%	-14%	3%	-6%	5%	22	i	4
O=C(CCCN1C(=O)CCC1=O)Nc1cccc(C(F)(F)F)c1	/	9%	-1%	-5%	-2%	-9%	0	i	3
Cc1ccc(C2=NCCNC2=O)c(C)c1	6%	5%	12%	-4%	-14%	-1%	12	i	0
CCCn1cnc2c(c1=O)c1nc3ccccc3nc1n2Cc1ccccc1OC	0%	20%	3%	-5%	-3%	-2%	13	i	4	PMK inhibit pilot replicates=1.5;MK inhibit pilot replicates=1.0;Spn DPM-DC inh pilot screen %=5.0
COc1ccc(OC)c(C2/C(=C(\O)c3c(C)nc4ccccn34)C(=O)C(=O)N2CCCN(C)C)c1 (centres undefined)	10%	16%	3%	-12%	0%	-7%	6	i	3
COc1ccc(CCNC(=O)c2cc(-c3ccccc3)on2)cc1OC	3%	8%	-4%	2%	2%	0%	0	i	3
CCCc1cc(=O)[nH]c(Nc2ccc(N3CCCCC3)cc2)n1	-8%	10%	/	7%	0%	31%	2	i	4
CC1(C)Cc2noc(N)c2C(C)(C)N1OC(=O)c1ccccc1	/	5%	-6%	-6%	0%	-3%	10	i	2	PMK inhibit pilot replicates=6.5;MK inhibit pilot replicates=2.0;Spn DPM-DC inh pilot screen %=0.0
CC(C)(C)n1ncc2c(=O)n(CC(=O)c3ccccc3)cnc21	/	15%	5%	9%	-1%	13%	10	i	2	PMK inhibit pilot replicates=4.5;MK inhibit pilot replicates=0.5;Spn DPM-DC inh pilot screen %=0.0
COc1cccc2c1OC1(C)CC2/C(=C(\C)O)C(=O)N1 (centres undefined)	/	6%	/	-9%	-4%	-2%	6	i	6
COc1ccc(-n2c(SCC(=O)N3CCCC3)nc3c([nH]c4ccccc43)c2=O)cc1	/	-6%	2%	-10%	-5%	-6%	0	i	0
COCCNC(=O)c1ccc2c(c1)nc(C)n2-c1cc(OC)c(OC)c(OC)c1	-4%	/	0%	/	/	/	19	i	0
COc1cccc(NC(=O)CN2C(=O)C3(OCCCO3)c3ccccc32)c1	0%	8%	-2%	-4%	-12%	0%	7	i	0
O=C(NC1CCCc2ccccc21)C1CCN(c2c(N3CCCC3)c(=O)c2=O)CC1 (centres undefined)	10%	10%	8%	-1%	9%	-11%	10	i	9
C=CCn1c(=O)/c(=C\c2ccsc2)s/c1=C(/C#N)C(=O)NCCN1CCOCC1	/	0%	-4%	-20%	-8%	-22%	7	i	6
CCS(=O)(=O)NCc1csc(C)n1	6%	4%	-1%	4%	-2%	-8%	13	i	4
N#Cc1c(NC(=O)CCN2C(=O)c3ccccc3C2=O)oc(-c2ccccc2)c1-c1ccccc1	/	5%	-4%	19%	-2%	2%	0	i	0
C[N+]1(CCN2C(=O)C3CC=C(Cl)CC3C2=O)CCOCC1 (centres undefined)	12%	4%	1%	-8%	-9%	-12%	9	i	4
CCn1c2ccccc2c2cc(NC(=O)CSc3nnnn3-c3ccccc3)ccc21	/	4%	8%	1%	-4%	6%	0	i	10
COc1ccc(C2N(c3ccc(Cl)cc3)C(=O)C3CCCN32)cc1 (centres undefined)	4%	4%	-1%	-2%	2%	5%	5	i	4
CCC(C)NC(=O)CC1Oc2ccc(C)cc2NC1=O (centres undefined)	8%	10%	0%	12%	-1%	13%	5	i	5	PMK inhibit pilot replicates=0.0;MK inhibit pilot replicates=1.0;Spn DPM-DC inh pilot screen %=1.0
O=C(COc1ccc2oc(-c3ccccc3)cc(=O)c2c1)NCc1ccco1	14%	5%	3%	4%	-1%	12%	10	/	5
CCc1ccc2oc(=O)cc(CN3CCN(c4ccc(F)cc4)CC3)c2c1	10%	11%	-11%	1%	-6%	6%	8	i	12
C=CCn1c(C(C)NC(=O)C(C)(C)C)nc2ccccc21 (centres undefined)	-1%	/	4%	/	/	/	3	i	2
Cn1c(=O)[nH]c(=O)c2c1nc(N1CCCCCC1)n2CCN1CCCCCC1	11%	6%	0%	0%	-5%	-2%	0	i	0
COc1ccccc1NC(=O)CSc1nnc(C)n1CCc1ccccc1	6%	14%	14%	7%	3%	1%	10	i	7
CCCOc1cccc(C(=O)O)c1	6%	7%	0%	-2%	0%	5%	9	i	7
COc1ccc(C2C3=C(CC(C)(C)CC3=O)Nc3c2c(=O)[nH]c2nc(C)nn32)cc1 (centres undefined)	-5%	4%	14%	1%	-6%	-12%	5	i	15
CCC(C)(C)n1nnnc1C(c1ccc2ncccc2c1)N1CCN(Cc2ccc3c(c2)OCO3)CC1 (centres undefined)	3%	-1%	5%	-15%	0%	-30%	2	i	7
CCOc1ccc(NC(=O)CSC2=C(C#N)C(c3ccc4c(c3)OCO4)CC(=O)N2)cc1 (centres undefined)	5%	6%	4%	5%	-5%	15%	5	i	7
COc1ccc(-c2nnc(SCC(=O)NC(C)C)n2CC2CCCO2)cc1OC (centres undefined)	20%	15%	3%	-18%	-6%	-3%	10	i	2
COC(=O)c1cnn2c(C(F)(F)F)cc(-c3ccco3)nc12	/	5%	7%	-6%	7%	-4%	0	/	6	PMK inhibit pilot replicates=0.0;MK inhibit pilot replicates=1.5
O=C(CN1C(=O)COc2ccccc21)NCCC1=CCCCC1	1%	1%	0%	-19%	-2%	-16%	5	i	0
CC1(C)N([O-])C(c2cccs2)=C[N+]1=O	-1%	25%	6%	-20%	1%	-11%	12	i	8
CC(=O)NCCC(Cc1ccccc1)c1ccco1 (centres undefined)	/	2%	-2%	-3%	1%	1%	/	/	/
Cc1ccc(-n2nnnc2SCc2nnc(-c3ccccc3Br)o2)c(C)c1	-1%	2%	-3%	8%	1%	14%	14	i	1
CC(=O)c1cc2c(cc1NC(=O)CN1CCN(c3ccc(F)cc3)CC1)OCO2	6%	6%	-5%	-4%	-5%	-11%	7	i	6
CCn1cc(Br)c(C(=O)N(C)Cc2ccccc2)n1	15%	5%	-6%	-2%	6%	8%	8	i	10
CCOC(=O)c1c(C(C#N)C#N)cc(C)nc1C	-4%	8%	14%	5%	14%	7%	1	i	12
Cc1[nH]c2ccc(Br)cc2c(=O)c1CN1CCCCC1	/	-3%	-8%	-20%	-3%	-2%	8	i	4
O=C(O)c1ccccc1NCc1ccncc1	1%	8%	3%	-15%	3%	-5%	2	i	12
CCOc1ccc(C(=O)Nc2cc(C)on2)cc1OCC	7%	18%	3%	8%	-2%	18%	0	i	0	PMK inhibit pilot replicates=2.0;MK inhibit pilot replicates=0.0;Spn DPM-DC inh pilot screen %=0.0
COC(=O)[C@H](CCSC)NC(=O)NCc1ccccn1	/	9%	14%	/	1%	/	7	i	0

Pulled by structure from above (5):
SMILES	LYP phosphatase	TNAP inhibition	HT1080 cytotoxicity	HPDE-C7 cytotoxicity	Bfl-1 displacement	KRASV12 cytotoxicity	PMK inhibit	Spn DPM-DC inh	MK inhibit	others
COc1ccc(-c2nnc(SCC(=O)NC(C)C)n2CC2CCCO2)cc1OC (centres undefined)	20%	15%	3%	-18%	-6%	-3%	10	i	2
COC(=O)[C@H](CCSC)NC(=O)NCc1ccccn1	/	9%	14%	/	1%	/	7	i	0
CC(=O)c1cc2c(cc1NC(=O)CN1CCN(c3ccc(F)cc3)CC1)OCO2	6%	6%	-5%	-4%	-5%	-11%	7	i	6
Cc1[nH]c2ccc(Br)cc2c(=O)c1CN1CCCCC1	/	-3%	-8%	-20%	-3%	-2%	8	i	4
O=C(CN1C(=O)COc2ccccc21)NCCC1=CCCCC1	1%	1%	0%	-19%	-2%	-16%	5	i	0
